Source: PubChem
SDO1 yeast rescue – restores growth of sdo1-depleted yeast | S. cerevisiae sdo1-depleted JHY4D growth rescue, OD600 30 h; stronger effect = higher value; pdr5 snq2 efflux-pump mutant strain | z-score at 10 µM | 140,000 tested, 0.21% active | AID 817;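 active = z-score above 3 at both the 24 hr and the 30 hr optical density reads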;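 also: z-score against mean and SD of all compound wells on the same plate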
Insulin prom inh – TRM-6 insulin promoter activity inhibition; 130,000 tested, 0.9% active; inhibition, % at 2 µM; TRM-6 cells (human fetal islet line), insulin promoter-eGFP reporter, imaging; reporter expression induced with tamoxifen;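 active = inhibition above the mean plus 3 SD, with well images judged a real hit on visual review, cut at about 60% in these data, passing the limit was not always enough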
SDO1 yeast rescue Rescue 24 h – second read-out of SDO1 yeast rescue, no call of its own (marks repeat the call); z-score; S. cerevisiae sdo1-depleted JHY4D growth rescue, OD600; measured here: growth rescue at 24 h;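 0 is the plate mean of compound wells and units are plate SD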
Starred values were filed as active, the others as inactive; / = no result given. Only part of the results is shown. The share of hits here may be higher or lower than overall.

Results follow in this order: SDO1 yeast rescue, SDO1 yeast rescue Rescue 24 h, Insulin prom inh
- CC1(C)CC(=O)c2cnc(NC3CC3)nc2C1
    /, /, 5.6
- CCOc1ccc(N(CC(=O)NCc2ccco2)S(=O)(=O)c2ccc(OC)c(OC)c2)cc1
    0.68, 0.32, -42.1
- O=Cc1c(N2CCCCCC2)nc2ccccn2c1=O
    0.16, 0.22, 6.2
- CCC(=O)N1CCC(C(N)=O)(N2CCCCC2)CC1
    /, /, 33.3
- Cc1c(C(=O)NCc2ccc3c(c2)OCO3)sc2nc(-c3ccccc3)cn12
    -0.1, -0.69, /
- CCOc1ccc(Oc2cc(C)nc(SC)n2)nn1
    -0.32, -0.41, 25.0
- CC(C)(C)NC(=O)CN(C(=O)CSc1nnc(COc2ccccc2)o1)c1cccc(F)c1
    -0.46, -1.2, /
- CC(C)CC(=O)Nc1nc2ccc(S(=O)(=O)N3CCOCC3)cc2s1
    -0.53, -0.63, -24.4
- O=C(CNS(=O)(=O)c1ccccc1)OCC(=O)c1ccc(OC(=O)c2ccccc2)cc1
    1.03, 2.66, 0.0
- COc1ccc(Cn2cnc3c([N+](=O)[O-])c(C)c(C)cc32)cc1
    -1.17, -0.96, /
- CCC(=O)N1CCc2cc(OC)c(OC)cc2C1COc1ccccc1OC (stereo not given)
    /, /, 0.0
- O=C(Cn1c(-c2ccccn2)nc2ccccc21)N/N=C/c1ccccn1
    /, /, 55.6
- O=C1CCCc2nc3c(cc21)C(O)Oc1c-3ccc2ccccc12 (stereo not given)
    /, /, 53.3
- COC(=O)c1ccccc1OC(=O)c1ccc(Br)o1
    -1.17, -1.64, -59.1
- Cc1cc(CNC(=O)Cc2c(F)cccc2Cl)nn1C
    0.66, 0.43, 52.9
- CCN(CC)c1ccc(/C=N/N2CCN(Cc3cccc4ccccc34)CC2)c(O)c1
    -0.4, 0, /
- CN(C)CCCN1c2ccccc2CCc2ccccc21
    -0.21, -0.62, 38.1
- Cc1ccc(-c2ccc(SCC(=O)N3CCCc4ccccc43)nn2)cc1
    -0.98, -0.76, /
- COc1ccc(Cl)cc1N/C(N)=N/c1nc(CSc2ccc(C)cc2)cc(=O)[nH]1
    -0.16, -0.21, /
- O=C1OCCC1Sc1nnc(-c2cccc(Br)c2)o1 (stereo not given)
    -0.32, -0.58, -55.6
- CC(C)(C)NC(=O)CSC(=Nc1ccc(F)cc1)NC#N
    0.59, 0.1, -11.6
- COC(CN(C(=O)CCl)C(C(=O)NC1CCCC(C)C1C)c1ccc(C)cc1)OC (stereo not given)
    -0.55, -0.34, 0.0
- CCOc1ccc(-n2cc(C(=O)c3cc(Cl)ccc3O)cc(C#N)c2=O)cc1
    /, /, -5.0
- COc1ccc(NC(=O)CC2C(=O)N(C)C(=S)N2Cc2ccco2)cc1 (stereo not given)
    0.61, 0.87, -70.0
- CCN(CC)C(=O)c1ccccc1NC(=O)c1cccc(S(=O)(=O)N(CC)CC)c1
    1.12, 0.83, -44.4
- CC(=O)c1cccc(NC(=O)N2CCCC2C(=O)NCCC(C)C)c1 (stereo not given)
    -0.19, -0.24, /
- CC1(C)NC(=O)N(CCOc2ccc([N+](=O)[O-])cc2)C1=O
    /, /, -20.9
- COc1cc2cc(C(c3nnnn3C3CCCC3)N3CCCCC3)c(=O)[nH]c2cc1OC (stereo not given)
    -0.09, -1.03, /
- Cn1c(C(O)c2ccccc2F)nc(Cl)c1Cl (stereo not given)
    0.84, -0.34, -30.3
- N#C/C(=C\c1ccc([N+](=O)[O-])cc1)c1ccccn1
    /, /, 57.1

Arranged by value in Insulin prom inh (smallest number first): 3 from the list above.
Results follow in this order: SDO1 yeast rescue, SDO1 yeast rescue Rescue 24 h, Insulin prom inh
- CC1(C)NC(=O)N(CCOc2ccc([N+](=O)[O-])cc2)C1=O
    /, /, -20.9
- CCOc1ccc(-n2cc(C(=O)c3cc(Cl)ccc3O)cc(C#N)c2=O)cc1
    /, /, -5.0
- O=C(CNS(=O)(=O)c1ccccc1)OCC(=O)c1ccc(OC(=O)c2ccccc2)cc1
    1.03, 2.66, 0.0

The listing continues.
Results follow in this order: SDO1 yeast rescue, SDO1 yeast rescue Rescue 24 h, Insulin prom inh
- C=C(C)Cn1c(SCC(=O)O)nnc1-c1ccc(C(C)(C)C)cc1
    0.94, 0.24, -15.8
- CC(CN1CCOCC1)OC(=O)c1ccccc1Br (stereo not given)
    0.06, -0.66, /
- CCCOc1ccc(CCc2n[nH]c(=S)n2Cc2ccccc2)cc1
    -1.38, -0.18, /
- CCOC(=O)c1c(CC(C)C)csc1NC(C)=O
    -1.45, -1.36, 50.0
- CCOc1ccccc1NC(=O)C1C2C=CC(O2)C1C(=O)O (stereo not given)
    -0.23, -0.45, -14.3
- Cc1ccc(S(=O)(=O)NC(CC(N)=O)C(=O)O)cc1 (stereo not given)
    0.29, -0.33, 35.7
- O=C(COC(=O)c1ccccc1-c1ccccc1[N+](=O)[O-])c1ccccc1
    -1.54, -0.89, -43.8
- CCN1CCN(c2cc3c(nn2)Oc2ccccc2N3C)CC1
    -0.81, -1, 11.1
- c1ccc(-c2csc3ncn4nnnc4c23)cc1
    -0.71, -1.55, -9.5
- CC1CCc2nn(CC(=O)NCCN3CCCCC3C)cc2C1 (stereo not given)
    0.27, -0.18, /
- O=C(N/N=C/c1ccncc1)c1ccc2c(c1)OCO2
    /, /, 31.2
- O=C(NCc1cccnc1)C(=O)NCC1OCCN1S(=O)(=O)c1ccc(F)cc1 (stereo not given)
    0.9, 0.97, 12.2
- Cc1ccc(N(C(=O)Cn2nnc3ccccc32)C(C(=O)NCc2ccco2)c2ccc(C)o2)cc1 (stereo not given)
    -0.4, 0.09, 7.7
- Cc1ccc2c(C)nc(Nc3ncc4c(n3)CCCC4=O)nc2c1
    /, /, -320.0
- c1ccc2[nH]c(SCc3ccc(-c4nnco4)cc3)nc2c1
    -0.2, -0.18, -16.1
- COC(=O)C1=C(C)N(C2CCCCC2)C(=O)/C1=C\c1cccs1
    /, /, -225.0
- CCc1ccc(Nc2nnc(SCn3nnc4ccccc4c3=O)s2)cc1
    -1.05, -1.11, -54.2
- CC(O)c1cccc(NC(=O)Cc2cccc3ccccc23)c1 (stereo not given)
    /, /, -38.9
- CCC(CC)C(=O)NCc1ccccc1OC
    0.53, 0.38, 31.2
- Brc1ccc2c(c1)CNc1c(ncnc1N1CCOCC1)O2
    0.29, -0.18, /
- O=C(c1cc(Cl)nc2ccccc12)N1CCCCC1
    0.81, 0.16, -100.0
- COc1cccc(-n2nnc3c(=O)n(Cc4ccccc4Cl)cnc32)c1
    -1.2, -0.3, 56.2
- COc1cc(/C=N/NC(=O)c2cncc(Br)c2)ccc1OC(=O)c1ccc2c(c1)OCO2
    -0.66, -0.3, /
- O=C(Nc1ccccn1)c1ccc(Cl)c([N+](=O)[O-])c1
    /, /, 21.4
- Cc1cccc(Cn2nnc3c2C(=O)c2ccccc2C3=O)c1
    -2.19, -1.37, -69.2
- COc1ccc(CNC(=O)CSCc2cccc(Cl)c2)cc1
    -0.56, -0.74, -53.1
- Cc1sc2nc(C3CC3)nc(SCC(=O)N3c4ccccc4CC3C)c2c1C (stereo not given)
    -0.86, -0.32, -27.3
- COc1ccc(NC(=O)c2ccccc2Sc2ccc(NC(C)=O)nc2)cc1
    /, /, -72.7
- O=C(O)CN(c1ccccc1)C1SC(=O)NC1=O (stereo not given)
    -0.4, -0.88, -28.6
- COCCCNC(=O)CCC(=O)NNc1nc2ccccc2c2nc(-c3ccccc3)nn12
    1.44, 1.27, /

Compounds above containing two or more sulfur atoms:
Results follow in this order: SDO1 yeast rescue, SDO1 yeast rescue Rescue 24 h, Insulin prom inh
- CC(C)CC(=O)Nc1nc2ccc(S(=O)(=O)N3CCOCC3)cc2s1
    -0.53, -0.63, -24.4
- CCc1ccc(Nc2nnc(SCn3nnc4ccccc4c3=O)s2)cc1
    -1.05, -1.11, -54.2
- Cc1sc2nc(C3CC3)nc(SCC(=O)N3c4ccccc4CC3C)c2c1C (stereo not given)
    -0.86, -0.32, -27.3

The list continues.
Results follow in this order: SDO1 yeast rescue, SDO1 yeast rescue Rescue 24 h, Insulin prom inh
- CCOC(=O)c1c(NC(=O)CSc2nnc3c(n2)[nH]c2ccccc23)sc2c1CCN(C)C2
    /, /, -50.0
- Cc1ccc(OCC(=O)Nc2cccc(-c3nnc(-c4ccccc4)o3)c2)c(C)c1
    -0.32, 1.45, -9.7
- NC(=O)c1c(NC(=O)CSc2nnc(-c3ccccc3)n2CC2CCCO2)sc2c1CCC2 (stereo not given)
    -0.33, -0.43, -19.4
- COC(=O)Nc1nnc(SCc2ccc(C)cc2)s1
    -0.71, -1.24, 52.0
- COc1ccc(-c2nc(C(F)(F)F)c(OC)o2)cc1OC
    0.57, 0.77, -31.4
- Cc1cc(Nc2ccc(F)cc2F)n2nc(C)nc2n1
    -0.23, -0.23, /
- Cc1ccc(-c2cc(C(=O)N3CCN(c4ccc(F)cc4)CC3)c3ccccc3n2)o1
    -0.02, 0.8, /
- Cc1nc(-c2ccccc2)sc1C(=O)CSc1ccc(Cl)cc1
    0.23, 0.45, 40.0
- O=C(Nc1ccccc1Sc1ccccc1)C1CCCO1 (stereo not given)
    -0.13, -0.56, 37.1
- O=C1CCc2cc(S(=O)(=O)N3CCCC3C(=O)N3CCN(c4ccccc4F)CC3)ccc2N1 (stereo not given)
    0.32, -0.27, /
- O=C(CN1CCCC1)N1CCCC(c2ccc(F)cc2)c2ccc(F)cc21 (stereo not given)
    0.99, 1.11, /
- O=C(NCc1ccc(Cl)cc1)C(=O)N/N=C/c1ccc(Br)cc1
    /, /, -64.3
- COc1ccc(/C=C/C(=O)N/C(=C\c2ccco2)C(=O)NCCc2nc3ccccc3[nH]2)cc1
    0.24, -0.96, 0.0
- CCOc1ccc(S(=O)(=O)NCc2ccc(OC)cc2)c2cccnc12
    0.87, 0.42, 0.0
- CS(=O)(=O)Nc1ccc(C(=O)Nc2ccccc2Sc2ccccc2)cc1
    -1.01, 0.05, 3.7
- O=C(CCS(=O)(=O)c1cccs1)Nc1ccc(C(=O)NCc2cccs2)cc1
    0.57, 0.15, 10.0
- CC1=C(C(=O)OC(C)C)C(c2cccc(F)c2)n2ncnc2N1 (stereo not given)
    -0.95, -0.61, /
- COC(=O)c1c(-c2cccs2)csc1NC(=O)CSc1ncnc2sc(C)c(C)c12
    0.12, 0.24, 3.5
- Cc1nn(-c2ccccc2)c(C)c1C(=O)Nc1nnc(-c2ccco2)o1
    0.6, 0.25, /
- Cc1cc(C(F)(F)F)c(C#N)c(SCC(=O)Nc2nc3ccccc3s2)n1
    -1.62, -1.35, /
- Cc1ccc(-c2csc3nc(SCC(N)=O)n(Cc4ccccc4)c(=O)c23)cc1
    -0.98, -2.19, 35.7
- O=C(CC1NC(=O)NC1=O)Nc1ccc(Cl)cc1 (stereo not given)
    0.93, 0.68, 46.1
- CCc1nnc(SCC(=O)Nc2ccccc2Cl)nc1CC
    /, /, 6.7
- O=C(Cn1cccc1)NC1CCCCCC1
    0.59, -0.18, /
- CCOC(=O)C(NCc1ccc2c(c1)OCO2)(NC(=O)c1ccccc1)C(F)(F)F (stereo not given)
    -0.58, -0.26, -42.1
- O=C(NCCc1ccc2c(c1)OCCO2)c1cccc(F)c1
    1.16, 0.34, -24.0
- O=C(COC(=O)c1c2c(nc3ccccc13)CCCC2)c1ccc(Br)s1
    -0.66, 0.36, -65.5
- COc1ccc(CNc2nc3nc(C)c(Cl)c(=O)n3[nH]2)cc1OC
    -0.23, -1.07, -5.0
- Cc1cccc(Nc2nc(-c3ccccc3)c(C(=O)Nc3cccnc3)s2)c1
    0.73, 1.27, /
- Cc1nnc(SCC(=O)N2CCCCC2)s1
    0.46, 0.43, -100.0
- COc1ccc(N2CCN(CC(=O)Nc3ccc(SC(F)F)cc3)CC2)cc1
    -1.12, -0.7, /
- Cc1c(C(=O)NCCC2=CCCCC2)oc2ccc(S(=O)(=O)N3CCOCC3)cc12
    -0.95, -0.36, /
- O=S1(=O)CC(O)C(N2CCCCC2)C1 (stereo not given)
    1.17, 0.89, -155.2
- Cc1cc(C)n2nc(/C(C#N)=C/c3ccccc3)c(C#N)c2n1
    -1.9, -1.6, /
- CC(C)Cc1nnc(NS(=O)(=O)c2ccc(Cl)cc2)s1
    0.61, 0.39, /
- COC(=O)CSc1nnc(CNC(=O)c2ccc(S(=O)(=O)N3CCCCC3)cc2)n1C
    -0.27, -0.27, /
- COc1ccc(Nc2ncccc2C(=O)NCc2ccccc2)cc1
    -0.74, -0.48, /
- Cc1cc2cc(C(c3nnnn3Cc3ccccc3)N3CCc4ccccc43)c(=O)[nH]c2cc1C (stereo not given)
    -0.34, -0.2, -23.3
- C=CCN1C(=O)/C(=C\c2ccc(C)cc2)N=C1SCC(=O)NCCC
    0.28, 0.39, 37.9
- CC(Cl)C(=O)NN=C(c1ccccc1)c1ccccc1 (stereo not given)
    /, /, -46.7
- CCOc1ccc(CCNc2ccc3nnc(-c4ccccc4)n3n2)cc1OCC
    -0.46, 0.48, -7.3
- CC(=O)c1c(O)cc2n(c1=O)-c1ccc(Cl)cc1C2(C)C
    -1.25, 0.27, 26.7
- NNC(=O)C1=NOC2COC3(CCN(c4ncccn4)CC3)OCC12 (stereo not given)
    /, /, -8.3
- Cc1ccc(-n2ncc3c(=O)n(CC(=O)NC4CCCCC4)cnc32)cc1C
    -1.74, -0.85, 34.2
- CCn1nc(C)c(C2C(C#N)=C(N)OC3=C2C(=O)CCC3)c1C (stereo not given)
    2.08, 1.81, -50.0
- N#Cc1c(N)nc2c(c1-c1ccc3c(c1)OCO3)CCCCCC2
    -0.74, -0.23, -16.1
- O=C(Cn1c(=O)sc2ccccc21)Nc1ccc2c(c1)OCCO2
    0.74, 0.48, /
- CCN(CC(=O)NC1CCS(=O)(=O)C1)c1nc(-c2cccnc2)nc2ccccc12 (stereo not given)
    -0.35, -0.8, -43.6
- NC(=O)Cc1ccc(Nc2nnc(-c3ccccc3)c3ccccc23)cc1
    0.18, -0.7, /
